Bioassay records from PubChem.
PTHR1 ag: qHTS for PTHR1 Agonists: Primary Screen | Parathyroid hormone/parathyroid hormone-related peptide receptor (Homo sapiens), Q03431 | Potency, µM (series often up to 115 µM), inactives show at the highest dose activation, usual class: activators | HEK293 GP2 PTHR1 cells, GloSensor cAMP luminescence, 1 h | actives 0.075% (n = 410,000) | AID 743266, 2014; further: potency means the concentration at half of the fitted maximal effect; nearly all actives have a fitted effect of over 55% in size; some results filed as inactive show a strong effect at the top dose; inactives centre near -15; many of its hits are not listed in these tables
Target sequence (Q03431 whole entry, looked up): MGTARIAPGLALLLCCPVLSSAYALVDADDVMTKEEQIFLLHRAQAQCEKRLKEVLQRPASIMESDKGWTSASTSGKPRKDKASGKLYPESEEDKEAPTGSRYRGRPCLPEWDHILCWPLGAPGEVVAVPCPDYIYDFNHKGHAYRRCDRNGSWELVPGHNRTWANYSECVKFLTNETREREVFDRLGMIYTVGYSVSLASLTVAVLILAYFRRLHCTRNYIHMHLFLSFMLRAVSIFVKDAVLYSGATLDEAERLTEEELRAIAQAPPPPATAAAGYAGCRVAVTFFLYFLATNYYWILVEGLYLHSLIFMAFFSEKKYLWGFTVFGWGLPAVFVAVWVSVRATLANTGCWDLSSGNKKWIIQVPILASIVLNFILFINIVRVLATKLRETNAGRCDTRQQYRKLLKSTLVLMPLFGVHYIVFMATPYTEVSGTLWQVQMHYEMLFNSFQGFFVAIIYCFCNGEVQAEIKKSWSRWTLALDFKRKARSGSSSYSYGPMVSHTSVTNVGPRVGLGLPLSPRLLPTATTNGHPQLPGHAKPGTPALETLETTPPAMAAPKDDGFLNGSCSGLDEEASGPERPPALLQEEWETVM
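HEK-293-derived GP2 cells expressing PTHR1 and a GloSensor cAMP reporter, 3,000/well, plated overnight, given luciferin plus IBMX (each 0.5 mM as added) for 1 h at 37 °C, then compound for 1 h at 37 °C. Luminescence was read after 15 min at room temperature.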
FUS suppressor: qHTS for Suppressors of FUS Proteinopathy: Primary screen using FUS-linked yeast assay; S. cerevisiae FUS-expressing, growth rescue, OD600, 24 h; Potency, µM (highest dose often 76.6 µM), for inactives: top-dose growth rescue (activation), actives largely listed as activators; actives 0.24% (n = 390,000);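 further: potency means the concentration at half of the fitted maximal effect; plate controls were DMSO vehicle for no effect and reference control for full effect; nearly all actives have a fitted effect of over 55% in size; some results filed as inactive show a strong effect at the top dose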
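Toxicity suppression screen in FUS-yeast. Cells induced with 2% galactose, starting OD 0.005, treated 24hr at 30C with compounds at multiple final concentrations; growth by OD600.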
pAkt inh: HTS Assay for Inhibitors of Akt Phophorylation: Primary Screen; Neuro2A IGF-stimulated pAkt S473 HTRF, 20 min; stronger effect = lower value; activity change, % for hits at 50 µM; actives 0.32% (n = 360,000); in the data active means activity change below about -80%; inconclusive means mostly about -51% to -80%; further: on the % scale 0 is the no-effect control and ±100 the full control effect
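Neuro2A cells (4,500/well, DMEM with 0.5% FBS) were treated with compound at a single 50 µM final concentration, stimulated with 6 nM IGF for 20 min at 37 °C, and lysed. Phospho-Akt Ser473 was read by HTRF as 665/615 ratio ×10^4.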
GLP1R inv ag: qHTS of GLP-1 Receptor Inverse Agonists (Inhibition Mode) | HEK293 GLP-1R CRE-luciferase, luminescence, 24 h; GLP-1R form is constitutively active | AID 624417, 2012 | Glucagon-like peptide 1 receptor (Homo sapiens), P43220 | actives 1.6% (n = 410,000) | Potency, µM (series often up to 38.3 µM), inactives show top-dose activity change, negative = inhibition, hits mostly inhibitors; further: potency means the concentration at half of the fitted maximal effect; on the % scale 0 is the no-effect control and ±100 the full control effect; nearly all actives have a fitted effect of over 55% in size
Target sequence (P43220 whole entry, looked up): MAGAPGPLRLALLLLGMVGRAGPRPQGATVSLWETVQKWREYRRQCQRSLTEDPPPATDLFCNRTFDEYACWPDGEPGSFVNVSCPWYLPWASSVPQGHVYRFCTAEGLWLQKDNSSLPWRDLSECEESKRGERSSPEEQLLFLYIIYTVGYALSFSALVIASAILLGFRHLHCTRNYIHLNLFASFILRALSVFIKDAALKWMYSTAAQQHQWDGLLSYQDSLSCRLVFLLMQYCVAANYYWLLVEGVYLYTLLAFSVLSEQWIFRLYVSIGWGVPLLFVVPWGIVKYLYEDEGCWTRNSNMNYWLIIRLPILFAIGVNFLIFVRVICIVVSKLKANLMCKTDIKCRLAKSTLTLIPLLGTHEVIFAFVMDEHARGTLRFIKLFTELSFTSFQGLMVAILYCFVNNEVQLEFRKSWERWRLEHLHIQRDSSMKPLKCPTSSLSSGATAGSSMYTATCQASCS
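Assay principle: reduced luminescence from a cAMP-responsive reporter in HEK293 cells co-expressing a constitutively active GLP-1R. Conditions: 24 hr compound incubation, 37 deg C, 5% CO2.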
TDP43 rescue: qHTS of TDP-43 Inhibitors. actives 1.8% (n = 410,000). Potency, µM (highest dose often 46.1 µM), for inactives: top-dose growth rescue (activation), hits mostly activators. TDP-43 expressing yeast growth rescue, BacTiter-Glo, 24 h; further: potency means the concentration at half of the fitted maximal effect; % of control where 0% means no effect; nearly all actives have a fitted effect of over 50% in size
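Luminescence from BacTiter-Glo reports growth of TDP-43-expressing yeast after 24 hr at 30 deg C with compound. Cells were raffinose-pregrown to mid-log, then seeded in galactose medium at OD600=0.02.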
Mm-Cpn inhibitor: Inhibitors of TCP-1 ring complex (TRiC) of Methanococcus maripaludis (MmCpn): qHTS | Potency, µM (titrated, usually from 76.9 µM), without a hit: top-dose activity, negative = inhibition, hits mostly inhibitors | actives 0.031% (n = 330,000) | Chaperonin Mm-Cpn (Methanococcus maripaludis) | purified Mm-Cpn ATPase, ADP Transcreener TR-FRET | AID 504842, 2011; further: potency means the concentration at half of the fitted maximal effect; on the % scale 0 is the no-effect control and ±100 the full control effect; nearly all actives have a fitted effect of over 80% in size
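ATP (10 uM final) was added to archaeal chaperonin (25 nM final) after 10 min exposure to test compound at 37°C; after 30 min further incubation, ADP was detected by competitive TR-FRET.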
Abeta yeast res: qHTS for compounds that reverse cellular toxicity of Amyloid beta (A-beta) peptide in yeast: Primary Screen; yeast expressing A-beta42, growth rescue, OD600, 48 h; response scale: 0% DMSO, 100% iron-clioquinol control; actives 0.063% (n = 410,000); Potency, µM (doses to about 46.1 µM), for the others: at the highest dose growth rescue, most hits filed as activators; AID 1347071, 2019; further: potency means the concentration at half of the fitted maximal effect; nearly all actives have a fitted effect of over 55% in size
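Yeast A-beta toxicity model in growth medium with pinned compounds, 48 h at 30 C; growth read as absorbance at 600 nm. Normalized to FeCl3/clioquinol equimolar mix (positive) and DMSO (negative).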
HEK293 tox: qHTS of GLP-1 Receptor Inverse Agonists: Cytotox Screen. HEK293 cAMP-luciferase reporter cells, luminescence, 24 h. Potency, µM (doses to about 38.3 µM), without a hit: at the top dose activity change, negative = inhibition, usual class: inhibitors. actives 0.13% (n = 410,000);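 further: loss of luciferase light is scored as toxicity; potency means the concentration at half of the fitted maximal effect; on the % scale 0 is the no-effect control and ±100 the full control effect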
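Luminescence readout: signal drop marks cytotoxicity. Plated cells grew 12 h at 37 °C, 5% CO2, received 23 nL compound for 24 h, then got luciferase reagent, read after 12 min at RT.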
aSyn rescue: qHTS of alpha-syn Inhibitors | Yeast expressing alpha-synuclein, growth rescue, BacTiter-Glo, 24 h | Potency, µM (titrated, usually from 46.1 µM), inactives show top-dose growth rescue (activation), usual class: activators | actives 0.14% (n = 370,000) | AID 652106, 2013; further: potency means the concentration at half of the fitted maximal effect; % of control where 0% means no effect; nearly all actives have a fitted effect of over 65% in size
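Screening used galactose-induced yeast with toxic alpha-synuclein levels, exposed to compound for 24 hr at 30 deg C. Cell growth, read with BacTiter-Glo luminescence, gave the measured signal.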
* hit, by the source's call; i = inactive; ? = inconclusive; nt = not tested or not shown; & = joins results of further samples; [ ] = dose if it differs, or a comment. Unless noted, the call rests on the fitted dose curve; in most records, active means well fitted curve in the direction sought with a large enough effect; inconclusive means small, poorly fitted or top-dose-only effect, or another doubt; inactive means no such curve, though single readings can be large; an effect the other way counts as inactive or inconclusive.

SMILES	PTHR1 ag	FUS suppressor	pAkt inh	GLP1R inv ag	TDP43 rescue	Mm-Cpn inhibitor	Abeta yeast res	HEK293 tox	aSyn rescue
Cc1noc(C)c1S(=O)(=O)N1CCCCC1c1cc(C(=O)Nc2cccc3c2CCCC3)no1 (stereo unspecified)	-45%	?	nt	?	24%	nt	4%	3%	6%
CCN(CC(=O)NC1CCS(=O)(=O)C1)S(=O)(=O)c1cccc(C(C)=O)c1 (stereo unspecified)	i	-8%	i	1%	-8%	0%	-16%	-4%	5%
COc1cccc(C(=O)N2CCN(Cc3ccccc3Br)CC2)c1	-13%	-21%	i	?	1%	0%	5%	-6%	-4%
COc1ccc(-c2nc(N)n[nH]2)cc1OC	-11%	-49%	i	33%[activator]	23%	0%	12%[9.22 µM]	-2%	-5%
CCOc1ccc(N2C(=O)CC(NCCNc3ccc(C(=O)c4cccs4)cc3)C2=O)cc1 (stereo unspecified)	-28%	?	i	-22%	8%	-17%	-13%	-4%	9%
CCN(CC)CCNC(=O)c1c(O)c2cc(OC)c(OC)cc2[nH]c1=O	-14%	18%	i	12%	4%	2%	7%	4%	0%
Nc1nc(CSc2n[nH]c(-c3ccccc3)n2)nc(Nc2ccccc2)n1	-57%[inhibitor][57.5 µM]	15%	i	4%	-4%	1%	13%	20%	-2%
O=C(Cc1nc2ccccc2[nH]1)NCc1ccco1	-15%[57.5 µM]	14%	i	-7%	3%	1%	-9%	1%	-6%
Cc1cc(C(=O)CCC(=O)N2CCN(c3ccccc3O)CC2)c(C)s1	-12%	22%	i	?	10%	1%	-4%	0%	9%
O=C(NCc1ccco1)/C(=C\c1ccco1)NC(=O)c1ccc(Br)o1	i	8%	i	10%	-17%	0%	-17%	-9%	-12%
O=C(c1ccc(CS(=O)Cc2ccc(Cl)cc2)o1)N1CCN(c2ccc(F)cc2)CC1 (stereo unspecified)	-28%	31%	i	?	-7%	2%	8%	-9%	16%
CCOC(=O)COc1cccc2c(=O)n(CC(=O)NCCc3ccccc3)ccc12	i	23%	i	1%	0%	-4%	-16%	3%	-3%
O=C(Cc1ccccc1)NCC(=O)N/N=C/c1cccs1	i	18%	i	23%	-19%	-1%	-2%	-1%	-10%
CC(C)NC(=O)CN1C(=O)CCn2nc(-c3cn(C)c4ccccc34)cc21	i	-16%	nt	3%	25%	nt	-4%	3%	nt
CC1CCCCN1S(=O)(=O)c1ccc2c(c1)CCN2C(=O)CCC(=O)O (stereo unspecified)	-19%[57.5 µM]	13%	i	0%	-6%	0%	4%	-11%	2%
CC1CCN(S(=O)(=O)CCNC(=O)c2ccc(F)cc2)CC1	-2%	-3%	i	-14%	-15%	0%	-8%	-9%	5%
CCCCNC(=O)c1ccccc1NC(=O)CN(c1ccccc1)S(=O)(=O)N(C)C	-1%&-68%	7%	i	-4%&-2%	13%&-3%	0%	-10%&11%	5%&-8%	0%
CC(C)(C)c1ccc(NC(=O)c2cc(C3CCCN(S(=O)(=O)c4cccc5cccnc45)C3)on2)cc1 (stereo unspecified)	-83%[inhibitor]	23%	i	?	-9%	nt	-23%	1%	-3%
COc1ccc(NC(=O)C(CC(C)C)NC(=O)C2CCCCC2)c(OC)c1 (stereo unspecified)	-11%	-1%&6%	i	0%&-3%	-13%&16%	-4%	-14%&-1%	-3%&0%	-1%
O=C(N1CCN(Cc2ccccc2)CC1)C12CC3CC(CC(C3)C1)C2	-25%[57.5 µM]	22%	i	?	11%	0%	?	-9%	1%
Cc1ccc(NC(=O)c2ccc(Cl)c(S(=O)(=O)N3CCCCC3)c2)nc1	-36%[inhibitor]	5%	i	-29%	?	-4%	2%	-2%	-3%[1.84 µM]
CCC(C(=O)NC1CC1)n1nc(C)c2c(C)n(-c3ccc(C)cc3)nc2c1=O (stereo unspecified)	-25%	11%	i	3%	-7%	2%	-5%	-4%	4%
COCc1nnc(NC(=O)c2cccc(NC(=O)c3ccccc3)c2)s1	i	6%	i	?	-15%	1%	-5%	?	1%
O=C(CC1C(=O)NCCN1C(=O)c1ccc([N+](=O)[O-])cc1)Nc1ccc(F)cc1 (stereo unspecified)	i	13%	i	8%	-1%	0%	3%	-3%	-4%
Cc1ccc(C(=O)OCC(=O)Nc2cccc(S(=O)(=O)NC3=NCCCCC3)c2)c(C)c1	-28%	?	i	?	-28%	-2%	3%	-1%	0%
COc1cc(-n2c(=O)c3ccccc3n(Cc3cccc(Cl)c3)c2=O)cc(OC)c1OC	-27%	4%	nt	18%	16%	nt	-4%	-3%	nt
Cc1ccc(S(=O)(=O)N2CCCCC2)cc1NC(=O)Cn1ccsc1=N	i	27%	i	?	-8%	-2%	-4%	-5%	-1%
COC(=O)c1c[nH]c(=S)n1Cc1ccccc1	-14%	-3%	i	15%	2%	nt	14%	-16%	3%
CC(=O)N1c2ccc(S(=O)(=O)N3CCC(C(=O)Nc4ncccc4C)CC3)cc2CC1C (stereo unspecified)	-21%	-3%	i	11%	3%	2%	13%	-4%	0%
COc1cccc(CNC(=O)Cn2ccc3cc(S(=O)(=O)N4CCC(C)CC4)ccc32)c1	-10%&-20%	12%&-12%	i	?	3%&14%	-1%	14%&-9%	-8%&-3%	0%
CC(C)(CNC(=O)c1cccc(NS(=O)(=O)c2ccc(Br)cc2)c1)N1CCOCC1	-26%	-6%	i	10%	18%	1%	5%	9%	2%
COc1ccc(-c2nnc(SCC(=O)N3CCc4ccccc4C3)o2)cc1	0%[57.5 µM]	?	nt	0%	?	0%	-18%	-65%	?
CC(=O)C1=C(O)C(=O)N(c2ccc(Br)cc2)C1c1ccc([N+](=O)[O-])cc1 (stereo unspecified)	-56%[inhibitor]	-24%	i	?	4%	0%	-6%	4%	-1%
Cc1[nH]n(-c2ccccc2)c(=O)c1N=Nc1cccc(S(=O)(=O)N2CCOCC2)c1	17%	-5%	i	18%	9%	-1%	-7%	7%	-5%
Cc1cc(Cl)ccc1C(O)c1ncc(-c2ccc(Cl)cc2)[nH]1 (stereo unspecified)	i	-1%	i	?	10%	nt	-13%	-2%	9%
CCOC(=O)c1cnc2ccc(C(=O)OC)cc2c1Nc1cccc(C(=O)O)c1	15%	-17%	i	13%	13%	3%	7%	-11%	-5%
Cc1ccc(C(C)C)c(OCC(=O)NC(=S)Nc2ccccc2N2CCOCC2)c1	-16%	nt	i	?	27%	-7%	-8%	0%	-7%
CCOc1ccc(NC(=O)c2c(NC(=O)CNCCN3CCOCC3)sc3c2CCC3)cc1	i	?	i	2.5µM*	0%	-3%	6%	?	-1%

Arranged by length of the SMILES (lowest first): part of the list above
SMILES	PTHR1 ag	FUS suppressor	pAkt inh	GLP1R inv ag	TDP43 rescue	Mm-Cpn inhibitor	Abeta yeast res	HEK293 tox	aSyn rescue
COC(=O)c1c[nH]c(=S)n1Cc1ccccc1	-14%	-3%	i	15%	2%	nt	14%	-16%	3%
Cc1cc(Cl)ccc1C(O)c1ncc(-c2ccc(Cl)cc2)[nH]1 (stereo unspecified)	i	-1%	i	?	10%	nt	-13%	-2%	9%
COc1ccc(-c2nnc(SCC(=O)N3CCc4ccccc4C3)o2)cc1	0%[57.5 µM]	?	nt	0%	?	0%	-18%	-65%	?
Cc1ccc(S(=O)(=O)N2CCCCC2)cc1NC(=O)Cn1ccsc1=N	i	27%	i	?	-8%	-2%	-4%	-5%	-1%
Cc1ccc(C(C)C)c(OCC(=O)NC(=S)Nc2ccccc2N2CCOCC2)c1	-16%	nt	i	?	27%	-7%	-8%	0%	-7%
CCOc1ccc(NC(=O)c2c(NC(=O)CNCCN3CCOCC3)sc3c2CCC3)cc1	i	?	i	2.5µM*	0%	-3%	6%	?	-1%
COc1cc(-n2c(=O)c3ccccc3n(Cc3cccc(Cl)c3)c2=O)cc(OC)c1OC	-27%	4%	nt	18%	16%	nt	-4%	-3%	nt
COc1cccc(CNC(=O)Cn2ccc3cc(S(=O)(=O)N4CCC(C)CC4)ccc32)c1	-10%&-20%	12%&-12%	i	?	3%&14%	-1%	14%&-9%	-8%&-3%	0%
Cc1[nH]n(-c2ccccc2)c(=O)c1N=Nc1cccc(S(=O)(=O)N2CCOCC2)c1	17%	-5%	i	18%	9%	-1%	-7%	7%	-5%
Cc1ccc(C(=O)OCC(=O)Nc2cccc(S(=O)(=O)NC3=NCCCCC3)c2)c(C)c1	-28%	?	i	?	-28%	-2%	3%	-1%	0%

The list is partial; count on the stated rates, not on these rows.
